GASC-1 inh: human JMJD2C demethylase inhibition; Q9H3R0; GST-JMJD2C(1-420) H3K9me3 demethylation, DELFIA europium; inhibition, % at 2.35 µM; 330,000 compounds, 0.069% hits;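 active means more than half of a compound's replicate wells show inhibition beyond 50%, single wells judged on their own value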;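 further: signal counts dimethyl H3K9 product captured on neutravidin plate; 0% = median of DMSO wells and 100% = 0.3 times that DMSO median; strong numbers were not always called active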
Target sequence (Q9H3R0 1-420 limits assumed): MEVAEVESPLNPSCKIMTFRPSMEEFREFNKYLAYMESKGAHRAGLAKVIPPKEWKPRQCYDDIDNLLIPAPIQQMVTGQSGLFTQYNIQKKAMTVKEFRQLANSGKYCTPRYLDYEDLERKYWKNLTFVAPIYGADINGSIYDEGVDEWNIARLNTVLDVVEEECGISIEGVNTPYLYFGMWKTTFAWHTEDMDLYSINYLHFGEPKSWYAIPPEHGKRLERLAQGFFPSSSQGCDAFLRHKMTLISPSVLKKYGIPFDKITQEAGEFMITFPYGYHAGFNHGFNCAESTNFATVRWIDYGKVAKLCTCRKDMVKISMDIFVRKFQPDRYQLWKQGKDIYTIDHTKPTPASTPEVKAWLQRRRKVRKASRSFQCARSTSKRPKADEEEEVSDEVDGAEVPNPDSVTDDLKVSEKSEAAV
PP1 inh: blocks human PP1-alpha phosphatase, a PP5 counter-screen; AID 2235; P62136; inhibition, % at 6.7 µM; 320,000 compounds, 0.9% hits; purified PP1alpha, OMFP fluorescence;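 active means inhibition above the mean inhibition of all tested compounds plus 3 SD, computed separately for each screening campaign, cut at about 15% in these data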
Target sequence (P62136 whole entry, looked up): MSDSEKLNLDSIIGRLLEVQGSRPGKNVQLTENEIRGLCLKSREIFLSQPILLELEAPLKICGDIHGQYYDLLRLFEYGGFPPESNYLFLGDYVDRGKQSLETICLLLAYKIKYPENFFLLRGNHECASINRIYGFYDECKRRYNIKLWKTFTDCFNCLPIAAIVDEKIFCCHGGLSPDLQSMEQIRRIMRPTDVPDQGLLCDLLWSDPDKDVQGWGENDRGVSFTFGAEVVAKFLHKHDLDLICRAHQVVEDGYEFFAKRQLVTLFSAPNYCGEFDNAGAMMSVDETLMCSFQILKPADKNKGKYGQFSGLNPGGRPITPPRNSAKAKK
core dimer inh: HCV core protein dimerization inhibition | TR-FRET GST/Flag-core106 dimerization, 1536-well | 300,000 compounds, 0.33% hits | inhibition, % at 5 µM;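 active means inhibition above the mean of all tested compounds plus 3 SD, set per screening campaign, cut at about 45% in these data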
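System: GST-tagged and Flag-tagged HCV core protein residues 1-106 / Input: core106 proteins, GST 13.5 nM and Flag 17 nM / Buffer or medium: KF-containing HEPES buffer, pH 7.45, DTT, CHAPS, BSA / Probe or stimulus: Eu-anti-GST and XL665-anti-Flag labelled anti-tag antibodies / Schedule: 4 h, 22.5 °C incubation / Technique: TR-FRET 671 and 617 nm emission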
TPT1 inhibitor: inhibitors of Candida albicans tRNA 2'-phosphotransferase TPT1. inhibition, % at 5 µM. 300,000 compounds, 0.81% hits. recombinant caTPT1, FP RNA substrate dephosphorylation;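 active means inhibition above the mean of all tested compounds plus 3 SD, set per screening campaign, cut at about 24% in these data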;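 further: plate controls were DMSO alone for no effect and ferristatin control at 100 nM for full effect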
PP5 inh: blocks human protein phosphatase 5 activity; purified PP5c, OMFP substrate fluorescence; AID 1987; 320,000 compounds, 0.18% hits; inhibition, % at 6.7 µM;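 active means inhibition above the campaign's mean inhibition across all tested compounds plus 3 SD, cut at about 9.5% in these data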;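 further: 0% = DMSO only and 100% = 100 µM cantharidin control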
PREPL inh: human PREPL enzyme inhibition. recombinant PREPL, fluorescence polarization activity-based probe. inhibition, % at 5.96 µM. 320,000 compounds, 0.68% hits. AID 2751; in the data active means inhibition above about 43%;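 further: 0% = enzyme with DMSO and 100% = wells lacking enzyme; many of its hits are not listed in these tables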
LYPLA2 counter: counter-screen for PME1 inhibitors: inhibitors of human LYPLA2 | O95372 | AID 2177 | inhibition, % at 5.9 µM | recombinant LYPLA2, FP-Rh probe fluorescence polarization | 320,000 compounds, 0.38% hits;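 active means inhibition above the screen-wide mean plus 3 SD, limit set per campaign, cut at about 26% in these data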;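 further: 0% = LYPLA2 with DMSO and 100% = wells lacking LYPLA2 enzyme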
Target sequence (O95372 whole entry, looked up): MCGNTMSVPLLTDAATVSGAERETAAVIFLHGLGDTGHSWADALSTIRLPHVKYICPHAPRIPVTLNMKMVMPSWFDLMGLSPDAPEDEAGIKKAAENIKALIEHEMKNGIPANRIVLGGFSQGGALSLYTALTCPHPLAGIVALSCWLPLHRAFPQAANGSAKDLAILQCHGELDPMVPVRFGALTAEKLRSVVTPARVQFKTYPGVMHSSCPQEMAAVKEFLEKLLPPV
CTSL1 counter: counter-screen for PFM18AAP inhibitors: inhibitors of F. hepatica cathepsin L1; recombinant F. hepatica cathepsin L1, Z-Leu-Arg-MCA fluorescence; inhibition, % at 5.96 µM; 300,000 compounds, 0.49% hits;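 active means inhibition above the mean of all tested compounds plus 3 SD, set per screening campaign, cut at about 17% in these data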;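 further: 0% = plate median of test compound wells and 100% = 1 µM Z-Phe-Ala-diazomethylketone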
Efflux pump mplx: blocks antifungal efflux pumps in multiplex yeast assay. S. cerevisiae Candida pump triplex, Nile Red efflux. inhibition, % at 10 µM. 330,000 compounds, 0.44% hits. AID 485275;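 active means plate passing quality check with inhibition over a set limit, or well fluorescence over plate mean plus 4 SD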;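 further: Nile Red retained in pooled yeast measured as flow cytometry median fluorescence; 0% = buffer negative control and 100% = Enniatin B positive control; higher means more Nile Red kept so more efflux inhibition; some compounds called inactive have numbers as strong as hits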
* = called active by the depositor; i = inactive; . = not tested or not shown. Not all compounds are listed. The share of hits here may be higher or lower than overall.

The first 2 compounds, ahead of the listing:
mol,GASC-1 inh,TPT1 inhibitor,core dimer inh,LYPLA2 counter,CTSL1 counter,PREPL inh,Efflux pump mplx,PP5 inh,PP1 inh
COc1ccc(-c2nnc3n2N=C(C)CS3)cc1,1,1,-5,-3,-4,-10,0.0,1.6,0
CCOc1ccc2nc(NC(=O)c3cnccn3)sc2c1,25,-1,0,4,-1,-2,-0.1,1.2,-1

The list itself (from the top)
mol,GASC-1 inh,TPT1 inhibitor,core dimer inh,LYPLA2 counter,CTSL1 counter,PREPL inh,Efflux pump mplx,PP5 inh,PP1 inh
COc1ccc(-c2nnc3n2N=C(C)CS3)cc1,1,1,-5,-3,-4,-10,0.0,1.6,0
CCOc1ccc2nc(NC(=O)c3cnccn3)sc2c1,25,-1,0,4,-1,-2,-0.1,1.2,-1
Cc1ccccc1OCCNc1cc(N2CCCCC2)ccc1[N+](=O)[O-],21,-2,8,4,2,12,-0.1,2.4,4
Cc1ccc(NC(=O)NCCSc2ccc(C)cc2)cc1,5,0,0,-2,-2,-12,0.0,2.4,0
CN1CCN(C(c2cccs2)c2nnnn2Cc2ccc(F)cc2)CC1 (configuration not stated),1,-2,1,1,-5,1,-0.1,-0.4,-2
O=C(COC(=O)CNC(=O)C12CC3CC(CC(C3)C1)C2)Nc1ccccc1,-1,2,-1,11,-17,8,0.3,8.1,-3
COc1ccc(CNCCc2ccc(Cl)cc2)cc1OCc1ccccc1,-6,2,-3,4,2,-59,0.2,2.4,2
COc1ccc(S(=O)(=O)N2CCN(C)CC2)cc1C(=O)Nc1ccccc1,0,2,-4,-7,-2,-3,0.2,1.0,-2
O=[N+]([O-])c1cccc(C(O)C23CN4CN(CN(C4)C2)C3)c1 (configuration not stated),-15,-2,-3,2,-1,1,0.0,0.1,-1
Cc1cc(-c2ccccc2)[nH]c(=O)c1C#N,12,-4,-2,2,3,4,-0.1,1.7,-2
COc1ccccc1N1CCN(C(=O)c2ccc(-c3ccccc3)cc2)CC1,-9,3,4,5,0,16,-0.6,5.2,0
O=C(NC1CCN(C(=S)NCCc2ccccc2)CC1)C1CC1,-3,1,-1,7,2,-2,-0.1,-2.1,-3
CCCc1nc2c(=O)[nH]c3ccccc3c2o1,2,-1,-1,0,1,8,0.2,-1.1,-4
O=C(NC(=S)Nc1cccc(C(F)(F)F)c1)c1ccc2nonc2c1,-25,-2,-1,4,-12,12,-0.1,2.7,-3
O=C(Cc1cccc(Cl)c1)Nc1ccc(Br)cc1,0,-5,-1,3,2,1,0.1,1.4,-1
Cc1ccc(-c2cn(CCN)c(-c3ccc(Cl)nc3)n2)cc1,2,-3,-10,6,-5,13,-0.1,0.8,0
Cn1c(CC(=O)Nc2ccccc2F)nnc1SCC(=O)Nc1ccccc1Br,8,1,-8,-1,4,16,0.2,-0.9,0
CC(=O)N1CCOc2ccc(S(=O)(=O)Nc3cccc(C)n3)cc21,0,0,0,13,1,4,0.3,3.9,0
CCCc1nnc(NC(=O)CCN2C(=O)c3ccccc3C2=O)s1,2,3,-4,2,-1,-8,0.0,1.0,-6
CNC(=O)/C(=C\c1ccco1)NC(=O)c1ccco1,-5,-5,3,6,2,-6,0.0,0.8,-4
Cc1ccc(C(=O)OC2CCN(c3ccc([N+](=O)[O-])cc3)CC2)cc1,4,2,4,17,-5,9,0.1,2.6,-5
COc1ccc(-c2nc(NC(=O)Cn3ccc(C(F)(F)F)n3)sc2C)cc1,3,-3,-4,-2,4,-2,0.1,5.0,-1
Cc1sc(N)nc1-c1cccs1,-1,-8,1,-16,0,9,0.2,2.2,-4
O=C(Nc1sc2c(c1C(=O)O)CCCCC2)c1ccccc1,-1,-4,12,4,2,10,0.2,-1.4,1
CC(=O)N1N=C(c2cccc(Cl)c2)OC1c1cccc([N+](=O)[O-])c1 (configuration not stated),6,3,4,-3,-1,5,-1.0,0.3,1
CCS(=O)(=O)Nc1cc(-c2nc3cccnc3s2)ccc1C,27,4,23,-5,1,-3,-0.1,0.3,-2
O=C(O)c1cc(Cl)c(Cl)cc1C(=O)Nc1cccnc1,-2,3,-4,-1,-7,-4,0.1,1.4,-2
CC1=C(C(=O)Nc2ccccc2C)C(c2ccc(C)o2)n2c(s/c(=C/c3ccccc3)c2=O)=N1 (configuration not stated),-4,7,48*,-2,2,6,0.2,2.4,12
Nc1nonc1-n1nnc(C(=O)N/N=C/c2cc(Br)ccc2O)c1CNc1ccccc1,13,7,13,-20,1,24,-0.1,2.5,17*
COc1ccccc1NC(=O)C1=C(C)NC(SCC(=O)Nc2ccc(C(=O)O)cc2)=C(C#N)C1c1cccs1 (configuration not stated),9,-2,4,-6,0,-11,-0.2,1.5,-3
Cc1cc(C(C)(C)C)cc(C)c1COC(=O)CN1C(=O)NC2(CCCC2)C1=O,-3,.,.,1,.,-9,0.0,2.8,0
CCOc1ccc(NC(=O)N(C2CCCCC2)C(C)c2ccncc2)cc1 (configuration not stated),-3,0,5,-3,-1,0,0.0,0.6,0
Cc1cc(S(=O)(=O)c2cc3ccc(O)c(C)c3oc2=O)ccc1F,2,2,5,0,6,6,0.0,-2.4,2
S=c1[nH]nc(NCCCN2CCOCC2)s1,-7,0,-2,3,-4,-4,0.0,0.8,-3
CC(C)n1ncc2c(C(=O)N3CCN(Cc4ccc(Br)s4)CC3)cc(C3CC3)nc21,-7,.,.,2,.,3,-0.2,5.0,1
O=C(Nc1cccc(Oc2c(F)c(F)c(F)c(F)c2F)c1)N1C[C@@H]2C[C@@H](C1)c1cccc(=O)n1C2,i,-3,-1,-5,-1,4,0.0,1.2,1
OCC[C@@H]1C[C@@H](O)[C@H](O)[C@@]2(CCc3ccccc3CO2)O1,2,-1,1,4,-2,-6,0.0,1.8,-3
S=C(NN=C(C1CC1)C1CC1)Nc1ccccc1,2,-1,2,0,4,0,0.0,-1.8,-2
COc1ccc(N2C(=O)CC(N3CCN(c4ccc(S(C)(=O)=O)cc4)CC3)C2=O)cc1 (configuration not stated),2,-2,3,14,2,11,-0.2,-0.5,0
CC(OC(=O)C1=Cc2ccccc2OC1)C(=O)NC(C)(C)C (configuration not stated),19,-1,6,19,4,7,0.1,-1.5,-1
Cc1cc(NC(=O)COc2ccc(C)c(C)c2)no1,-20,-4,-15,10,3,10,-0.2,0.1,3
COC(=O)c1cc(-c2ccc(OC)c(OC)c2)n[nH]1,3,1,-6,1,3,21,-0.1,2.1,2
Cc1nn(CC(=O)N2c3ccccc3NC(=O)C2(C)C)c(C)c1[N+](=O)[O-],23,3,-2,-7,3,4,0.1,-0.3,3
O=C(Nc1nc(-c2ccccc2)cs1)C1CCCCN1S(=O)(=O)c1ccccc1 (configuration not stated),8,-1,2,-15,1,-4,0.3,6.5,9
N#Cc1c(Cl)cccc1N1CCC(C(N)=O)CC1,72,-2,5,-1,1,2,-0.1,-0.3,1
COCCn1c(SCC(=O)N2CCCC2)nnc1-c1ccco1,5,1,-2,-10,-2,-10,0.2,0.7,2
Cc1cc(C)c(-c2csc(NC(=O)c3cc([N+](=O)[O-])ccc3N3CCOCC3)n2)c(C)c1,1,1,27,-6,1,39,0.3,3.2,6
Cc1ccc(C)c(NC(=O)c2cc(-c3cc(C)cc(C)c3O)n[nH]2)c1,6,0,8,-16,4,12,0.4,4.7,4
COc1cccc2cc(-c3ccnc(N)n3)oc12,-1,1,0,3,3,3,-0.3,1.9,-2
COc1ccc(OC)c(CN2CCN(C(=O)CNC(=O)c3cc(C)cc(C)c3)CC2)c1,11,.,.,5,.,5,0.4,1.5,2
O=C(Cc1ccccc1)NCC(=O)OCc1ccc([N+](=O)[O-])cc1,-1,-1,1,-2,-17,-6,0.5,-1.2,3
COCCCNC(=O)CCc1c(C)c2cc3c(C)coc3cc2oc1=O,10,2,7,-3,-1,2,0.0,0.8,-5
Cc1cc(NC(=O)c2ccc(F)cc2F)n(-c2nc3ccccc3[nH]2)n1,1,1,3,0,1,9,0.1,-1.1,-1
O=C1c2ccccc2-c2cccnc21,9,-1,-7,1,0,0,-0.1,-0.9,-2
O=C(Nc1ccc(NC(=O)C23CC4CC(CC(C4)C2)C3)cc1)c1cc(F)c(F)cc1Cl,10,0,-10,8,-6,11,0.0,1.4,-7
O=C(O)C1CCCCC1C(=O)NCc1ccncc1 (configuration not stated),50,-3,-10,5,2,9,0.5,-0.4,1
Clc1ccccc1CNc1nc2ccccc2n2cnnc12,1,1,3,-2,2,-7,0.0,-0.8,0
CCN(CC(=O)Nc1ccc(NC(C)=O)cc1)C(=O)c1cccc(Oc2ccccc2)c1,4,-3,5,10,-1,3,-0.2,-0.5,-7
CC(C)Oc1ccc(C(CC(=O)O)NC(=O)c2cccs2)cc1 (configuration not stated),0,0,0,5,-10,-3,-0.1,0.7,5
CCOc1ccc(N=C(NC#N)SCC)cc1,6,-5,-1,7,-3,-1,0.1,-0.1,1

Single entries from the entries so far.
CC(=O)N1N=C(c2cccc(Cl)c2)OC1c1cccc([N+](=O)[O-])c1 (configuration not stated) – PP5 inh = 0.3
Cc1nn(CC(=O)N2c3ccccc3NC(=O)C2(C)C)c(C)c1[N+](=O)[O-] – CTSL1 counter = 3

(further entries)
mol,GASC-1 inh,TPT1 inhibitor,core dimer inh,LYPLA2 counter,CTSL1 counter,PREPL inh,Efflux pump mplx,PP5 inh,PP1 inh
O=C(CCSc1ccccc1)N1CCN(c2ccccc2F)CC1,-7,-4,8,8,-6,-26,0.3,1.1,2
CCC(=O)Nc1ccc(C(=O)N/N=C/c2c(C)[nH]c3ccccc23)cc1,9,16,-5,-11,3,16,0.1,0.5,1
COc1ccccc1NC(=O)Oc1ccc(C(C)=O)cc1,43,-4,-1,2,-1,-3,0.0,1.6,-6
Clc1ncccc1-c1nnn(-c2ccccc2)n1,4,1,3,4,0,-2,.,4.1,-1
O=C1OC2(O)C3C4C=CC(C4)C3C(=O)N2c2ccccc21 (configuration not stated),-39,0,3,-2,2,5,0.2,0.1,2
COc1cccc(OCC(=O)NNC(=O)C(=O)N2CCCC2)c1,-17,-3,2,0,-6,0,0.0,-0.1,3
CCCN(CCC)C(=O)Nc1ccc(F)cc1F,2,-1,2,-1,1,-2,0.1,-1.1,1
COc1cccc(NC(=O)c2cc3ccccc3oc2=O)c1,1,-3,-3,8,2,-3,-0.1,-0.9,-3
CC(=O)c1sc(Nc2nc(C)cc(C)n2)nc1C,25,-1,5,3,0,2,-0.2,0.7,2
Cc1cc2ccccc2n1CCNC(=O)C(C)Oc1ccccc1 (configuration not stated),7,-6,-4,2,-2,31,0.0,-0.7,-4
O=C(NC(=S)NC1C2CC3CC(C2)CC1C3)c1ccccc1 (configuration not stated),1,-1,0,2,1,0,0.0,0.7,0
O=C1c2cccc3c(Nc4ccccc4Cl)c([N+](=O)[O-])cc(c23)C(=O)N1CCO,6,-4,7,9,1,38,0.1,4.3,5
CC(c1ccccc1)N1C(=O)/C(=C/c2ccncc2)SC1=S (configuration not stated),-5,0,14,0,2,-10,0.0,4.2,17*

Screening results as filed in PubChem BioAssay.
